TAAR1 antagonist = antagonists of human TAAR1. CHO RD-HGA16 TAAR1, Fluo-8 calcium fluorescence, antagonist. inhibition, % at 3 µM. 1.5% of 360,000 active;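 active = inhibition above a per-plate cutoff, the mean inhibition of test compounds on that plate plus 3 SD, cut at about 49% in these data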;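 note: 0% = DMSO plus EC80 beta-PEA response and 100% = DMSO alone without agonist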
Target sequence (Q96RJ0 whole entry, looked up): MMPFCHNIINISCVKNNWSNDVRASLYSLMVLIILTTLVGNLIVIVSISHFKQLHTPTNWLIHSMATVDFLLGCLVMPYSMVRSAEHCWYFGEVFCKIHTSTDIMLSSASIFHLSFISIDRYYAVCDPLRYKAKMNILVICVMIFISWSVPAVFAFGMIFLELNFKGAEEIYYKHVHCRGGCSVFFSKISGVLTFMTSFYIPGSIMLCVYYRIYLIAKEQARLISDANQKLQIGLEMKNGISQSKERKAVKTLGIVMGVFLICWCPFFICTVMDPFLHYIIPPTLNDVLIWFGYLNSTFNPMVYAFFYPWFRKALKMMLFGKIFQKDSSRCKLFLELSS
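Material: RD-HGA16 CHO cells with stable hTAAR1 and Gα16; Dosing: single nominal final test compound concentration of 3 µM; Schedule: seeding 17-24 h prior, 75-min 37 °C, 30-min RT dye loading; Detection: kinetic Fluo-8 calcium fluorescence measurement; Measure: % inhibition from peak post-agonist over basal fluorescence ratio; Benchmarks: vehicle and agonist controls.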
CRFR2-BP antag = CRF-BP/CRF-R2 complex antagonism | HEK293 CRF-R2/CRF-BP, CRF-induced calcium fluorescence | 0.59% of 350,000 active | inhibition, % at 11.8 µM;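 active = inhibition of the ligand-induced calcium signal above about 50% at the single tested concentration, limit read from the data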
M4 PAM = potentiates acetylcholine response at human M4 receptor | 0.4% of 360,000 active | activation, % at 3 µM | AID 624126 | CHO-K1 hM4/Gqi5, Fluo-8 calcium fluorescence, ACh EC20; 0% = ACh EC20, 100% = maximal ACh;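 active = activation above its plate's cutoff, the mean activation of sample wells plus 3 SD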; note: some results filed as inactive read as strong as hits
CRFBP-R2 agonist = CRF-BP/CRF-R2 complex agonism; HEK293 CRF-R2/CRF-BP, calcium dye fluorescence (FLIPR); percent of saturating CRF peptide response; activation, % at 13.2 µM; 0.46% of 350,000 active; AID 588473;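 active = activation of at least 50%, plus an integration ratio under a set limit after plate pattern correction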;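 note: plate controls were neutral control wells without compound for no effect and CRF at EC100 for full effect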
CHRM5 agonist = agonists of human muscarinic M5 receptor (CHRM5) | P08912 | CHO-K1 hM5 cells, Fluo-8 calcium fluorescence; 0% DMSO wells, 100% maximal acetylcholine response | activation, % at 3 µM | 0.19% of 360,000 active;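 active = activation above the run's mean over test compounds plus 3 SD, cut at about 23% in these data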;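 note: signal is peak over basal fluorescence ratio across the kinetic read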
Target sequence (P08912 whole entry, looked up): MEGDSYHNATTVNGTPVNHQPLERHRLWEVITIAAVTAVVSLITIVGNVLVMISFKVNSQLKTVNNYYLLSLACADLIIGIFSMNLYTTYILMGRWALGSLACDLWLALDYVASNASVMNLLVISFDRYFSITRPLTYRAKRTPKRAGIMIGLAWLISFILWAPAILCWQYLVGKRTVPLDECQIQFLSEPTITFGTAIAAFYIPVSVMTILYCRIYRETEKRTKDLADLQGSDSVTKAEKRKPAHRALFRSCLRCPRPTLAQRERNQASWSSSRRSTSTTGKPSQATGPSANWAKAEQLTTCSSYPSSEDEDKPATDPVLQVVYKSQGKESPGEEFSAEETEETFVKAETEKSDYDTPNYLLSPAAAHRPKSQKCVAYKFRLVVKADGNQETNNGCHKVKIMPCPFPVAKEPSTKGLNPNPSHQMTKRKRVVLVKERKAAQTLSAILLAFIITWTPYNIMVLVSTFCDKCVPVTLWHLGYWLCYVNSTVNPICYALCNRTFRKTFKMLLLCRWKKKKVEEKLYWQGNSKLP
M5 antag = blocks acetylcholine activation of human M5 receptor; CHO-hM5 cells, Fluo-8 calcium fluorescence, ACh EC80; AID 624040; 0.59% of 360,000 active; inhibition, % at 3 µM;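 active = inhibition above a per-plate cutoff, the mean of that plate's test compounds plus 3 SD, cut at about 27% in these data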;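 note: 0% = acetylcholine EC80 with DMSO and 100% = DMSO without agonist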
M1 PAM parental = nonselective activator or artifact in parental CHO-K1 calcium assay. ATP EC20, Fluo-8 calcium fluorescence; 0% at ATP EC20, 100% at ATP max. activation, % at 3 µM. 0.02% of 360,000 active. AID 602247;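 active = activation above the run cutoff, the mean activation of all test compounds plus 3 SD, cut at about 40% in these data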;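 note: peak over basal fluorescence ratio in a 140 s read after ATP addition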
TAAR1 ag = human TAAR1 agonism; CHO RD-HGA16 TAAR1, Fluo-8 calcium fluorescence; vehicle wells 0%, saturating PEA agonist 100%; AID 624467; 0.99% of 360,000 active; Q96RJ0; activation, % at 3 µM;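 active = activation above the mean activation of all test compounds in the run plus 3 SD, cut at about 38% in these data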
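Test system: RD-HGA16 (CHO) cells co-expressing Gα16 and hTAAR1 | Doses: Single dose, 3 µM | Schedule: 17-24 h seeding, 75 min 37 °C dye, 30 min RT | Evaluation: % activation from peak over basal fluorescence ratio, DMSO-to-PEA scaled | Technique: Kinetic Fluo-8 calcium fluorescence | Benchmarks: Low control DMSO, high control PEA (EC100)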
M5 PAM = CHRM5 positive allosteric modulation; P08912; activation, % at 3 µM; CHO-K1 hM5, Fluo-8 calcium, ACh EC20 PAM; 0% = ACh EC20, 100% = ACh EC100; 0.3% of 360,000 active;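 active = activation above the run cutoff, the mean activation of all test compounds plus 3 SD, cut at about 18% in these data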
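Assay system: CHO-K1 hM5 cells / Incubation: Fluo-8 loading 80 min at 37 °C plus 30 min room temperature / Technique: Fluo-8 calcium dye fluorescence, kinetic read / Repeats: single replicate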
An asterisk follows results filed as active; / = no result given.

smiles	TAAR1 antagonist	CRFR2-BP antag	M4 PAM	CRFBP-R2 agonist	CHRM5 agonist	M5 antag	M1 PAM parental	TAAR1 ag	M5 PAM
Nn1c(SCC(=O)Nc2ccc3c(c2)OCCO3)nnc1-c1ccncc1	-20	-6	-1	1.2	-3	3	-18	4	-3
CCOC(=O)c1c(C)nc(C)c(C(=O)OCC)c1-c1ccc(OC)cc1	21	20	-9	-2.1	-1	13	16	9	-3
CC1CCCC(C)N1c1ccc(S(=O)(=O)N2CCOCC2)cc1Cl (centres undefined)	-6	-7	-6	-0.4	-2	4	8	-3	2
COc1ccc(-c2nnc(CSc3nc4ccccc4c(=O)n3C)o2)cc1OC	/	-14	-1	-1.7	1	-5	17	/	5
Cc1cccc(N2CCN(C(=O)Cc3ccc(-n4c(=O)[nH]c5ccsc5c4=O)cc3)CC2C)c1 (centres undefined)	11	13	-5	1.2	-3	15	4	1	-6
O=C(NCc1ccccc1)C1CCCN1S(=O)(=O)c1cccc2cccnc12 (centres undefined)	-6	-2	8	0.6	2	-2	16	2	0
COC(=O)CC1(C(=O)OC)Nc2cc(Cl)c(Cl)cc2S(=O)(=O)N1O (centres undefined)	-15	14	-4	7.0	-1	24	3	2	-4
COc1ccc(OC)c(CN2CCCC(C(=O)c3ccccc3SC)C2)c1 (centres undefined)	-12	-14	-22	-0.2	-19	3	17	1	0
COc1ccccc1OCCCCCCN1CCN(C)CC1	-24	-4	-27	-4.1	-13	4	6	4	6
Cc1c(C(=O)N2CCN(c3ncccn3)CC2)sc2nc3n(c(=O)c12)CCCC3	5	-16	1	-4.5	-3	2	6	0	-4
CN1CCN(c2ccccc2NC(=O)Cc2ccc(Cl)cc2)CC1	/	-6	-2	-2.3	-4	-2	5	/	0
Cc1ccccc1Nc1nc(NCc2ccco2)c2ccccc2n1	-41	-16	-4	-0.6	-5	20	-16	24	-3
Cc1noc(C)c1NC(=O)N(C)C[C@H]1Oc2ccc(NC(=O)Cn3cnnn3)cc2C(=O)N([C@H](C)CO)C[C@@H]1C	6	2	5	0.0	-1	-6	6	2	4
CC(C)c1ccc(/C=C/C(=O)O)cc1	-40	-9	0	0.9	-3	5	21	3	5
O=C(Cn1cc(CNC(=O)C2CCCCC2)nn1)Nc1cc(C(F)(F)F)ccc1Cl	4	-3	11	-2.1	1	2	22	7	8
O=C(Nc1cccc(Cl)c1)c1cc([N+](=O)[O-])ccc1N1CCN(CCO)CC1	-5	-22	6	7.1	-1	-4	18	8	-5
COc1ccc(S(=O)(=O)NCC(c2cccnc2)N2CCN(c3ccccc3OC)CC2)cc1C (centres undefined)	-16	2	-4	-0.9	-4	-4	7	-1	-10
COc1ccc(OC)c(-c2nn(-c3ccccc3)cc2C(=O)NCC(c2ccco2)N2CCCC2)c1 (centres undefined)	-10	-13	-2	0.9	-12	14	15	3	-14
CCOc1ncccc1C(=O)OCC(=O)N1CC(=O)Nc2ccccc21	-18	2	8	0.3	1	-5	21	9	-2
COc1ccc(S(=O)(=O)N2CCOCC2)cc1NC(=O)CN1C(=O)NC2(CCCCC2C)C1=O (centres undefined)	8	4	3	-0.5	-2	20	4	-2	-3
CN(Cc1ccccc1)CC(O)COc1ccc(CNCCc2cccnc2)cc1 (centres undefined)	0	12	-4	6.4	-11	4	-23	2	-3
O=C(NC(N1CCOCC1)C(Cl)(Cl)Cl)c1ccco1 (centres undefined)	6	-7	-13	-0.7	3	13	2	1	-12
COc1cc(/C=C/c2cccc[n+]2C)ccc1OCC(=O)Nc1ccccc1	-1	2	-11	1.2	-8	13	15	3	0
CCC(=O)Nc1cccc(C2=NOC3(C2)C[C@@H](C(N)=O)N(C(=O)c2ccc(OC)cc2)C3)c1 (some centres undefined)	-14	-8	0	2.2	2	0	-3	1	5
COc1ccccc1N(CC(=O)NC1CCCCC1)C(=O)c1csnn1	-14	0	6	0.5	-4	-2	16	12	5

Continued.
smiles	TAAR1 antagonist	CRFR2-BP antag	M4 PAM	CRFBP-R2 agonist	CHRM5 agonist	M5 antag	M1 PAM parental	TAAR1 ag	M5 PAM
COc1cccc(N2CC(O)Cn3c2nc2c3c(=O)n(CCCc3ccccc3)c(=O)n2C)c1 (centres undefined)	12	-8	1	1.4	-1	10	3	11	-11
S=c1nccc(-c2ccc3c(c2)CCO3)[nH]1	3	-12	-10	-1.4	3	-5	14	4	6
NC1=NC(=O)/C(=C\c2ccco2)S1	-32	-10	-3	0.8	-4	7	16	2	-4
COc1c(C)cc(C(=O)C2CCCN(C(=O)/C=C/c3ccccn3)C2)cc1C (centres undefined)	-27	13	-7	2.0	-4	0	11	0	1
COc1ccc(S(=O)(=O)N2c3ccc(F)cc3CCC2C)cc1 (centres undefined)	-28	14	-9	0.8	-2	21	1	5	-18
Cc1cc(N2CCCC2=O)ccc1S(=O)(=O)Nc1c(C)nn(C)c1C	-12	22	-8	1.8	-1	1	-12	2	-5
CC(C)CNC(=O)c1ccc(COc2ccc(Cl)cc2Cl)o1	2	1	2	0.0	-3	6	-2	1	-6
Cc1cc(-c2ccc(S(=O)(=O)N3CCN(c4cccc(C(F)(F)F)c4)CC3)s2)on1	8	-2	4	2.7	-8	54*	18	-1	-10
Clc1ccc(-c2nnc(SCc3nc4ccccc4s3)o2)cc1	4	-7	3	3.1	-2	-9	9	10	3
O=C(O)CN1C(=O)C(=O)N(Cc2ccccc2F)C1=O	-1	6	-8	-0.2	4	15	19	0	-12
COc1ccc(-n2nc(C(=O)NCC(=O)Nc3ccc(F)cc3)c3ccccc3c2=O)cc1	41	-10	-1	0.6	-1	1	15	17	1
N/C(=N\OC(=O)c1cc([N+](=O)[O-])ccc1Cl)c1ccccn1	-20	1	12	-0.1	-3	11	-11	10	2
CCOC(=O)N1CCC(NC(=O)c2cc(C(=O)NCc3ccc(F)cc3)ccc2CO)CC1	0	-1	5	-0.7	1	4	-1	56*	2
CCn1c(CSc2nc3ccccc3s2)n[nH]c1=S	-5	-3	5	0.6	-2	-1	16	1	0
CCOC(=O)N1CCN(S(=O)(=O)N2CCCC(C(=O)NCc3cc(OC)ccc3OC)C2)CC1 (centres undefined)	-36	5	-5	-1.6	1	4	-4	2	-2
Cc1ccc(OCC(=O)NCCC2=CCCCC2)cc1	-24	20	-3	-1.6	-1	4	13	0	-6
COc1ccccc1NS(=O)(=O)c1ccccc1C#N	11	11	5	-0.4	0	-8	-6	2	6

By substructure, the compounds so far with a Cl atom.
smiles	TAAR1 antagonist	CRFR2-BP antag	M4 PAM	CRFBP-R2 agonist	CHRM5 agonist	M5 antag	M1 PAM parental	TAAR1 ag	M5 PAM
CC1CCCC(C)N1c1ccc(S(=O)(=O)N2CCOCC2)cc1Cl (centres undefined)	-6	-7	-6	-0.4	-2	4	8	-3	2
COC(=O)CC1(C(=O)OC)Nc2cc(Cl)c(Cl)cc2S(=O)(=O)N1O (centres undefined)	-15	14	-4	7.0	-1	24	3	2	-4
CN1CCN(c2ccccc2NC(=O)Cc2ccc(Cl)cc2)CC1	/	-6	-2	-2.3	-4	-2	5	/	0
O=C(Cn1cc(CNC(=O)C2CCCCC2)nn1)Nc1cc(C(F)(F)F)ccc1Cl	4	-3	11	-2.1	1	2	22	7	8
O=C(Nc1cccc(Cl)c1)c1cc([N+](=O)[O-])ccc1N1CCN(CCO)CC1	-5	-22	6	7.1	-1	-4	18	8	-5
O=C(NC(N1CCOCC1)C(Cl)(Cl)Cl)c1ccco1 (centres undefined)	6	-7	-13	-0.7	3	13	2	1	-12
CC(C)CNC(=O)c1ccc(COc2ccc(Cl)cc2Cl)o1	2	1	2	0.0	-3	6	-2	1	-6
Clc1ccc(-c2nnc(SCc3nc4ccccc4s3)o2)cc1	4	-7	3	3.1	-2	-9	9	10	3
N/C(=N\OC(=O)c1cc([N+](=O)[O-])ccc1Cl)c1ccccn1	-20	1	12	-0.1	-3	11	-11	10	2

Screens from PubChem.
